# Screening results as filed in PubChem.
# Tb MetRS inh – blocks T. brucei methionyl-tRNA synthetase activity; 360,000 tested, 0.4% active; AID 624268; inhibition, % at 11.9 µM; purified T. brucei MetRS, ATP depletion, Kinase-Glo luminescence;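 active means inhibition above a per-plate cutoff of the control wells' mean inhibition plus 3 SD, cut at about 5.5% in these data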;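 further: 0% = DMSO wells median and 100% = median of wells with control inhibitor compound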
#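 technique = Kinase-Glo luminescence, ATP depletion format | system = purified MetRS (methionyl-tRNA synthetase) enzyme from Trypanosoma brucei | timing = 15 min preincubation, 2 h reaction, all 25 °C | evaluation = percent inhibition versus plate control medians | dosing = single dose, 11.9 µM final nominal, 0.9% final DMSO | also added = substrates ATP, L-methionine and bulk Escherichia coli tRNA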
# eLon inh – inhibits E. coli Lon protease | P0A9M0 | purified E. coli Lon protease, fluorescence polarization | inhibition, % at 7.94 µM | 360,000 tested, 0.42% active; in the data active means inhibition above about 13%, passing the limit was not always enough;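 further: 0% = enzyme with probe and DMSO and 100% = no enzyme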
# MsrA inh – inhibitors of bovine MsrA | purified bovine MsrA, absorbance read-out | 360,000 tested, 0.75% active | inhibition, % at 15.5 µM; in the data active means inhibition above about 4.5%;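 further: 0% = vehicle wells with enzyme and 100% = reference inhibitor wells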
# bovine MsrA act – activators of bovine methionine sulfoxide reductase A | purified bovine MsrA, absorbance read-out | activation, % at 10.6 µM | 360,000 tested, 0.3% active; in the data active means activation above about 7.5%;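 further: 0% = vehicle and 100% = reference activator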
# Rin1 Abl inh – blocks binding of human Rin1 to Abl; P00519+Q13671; TR-FRET Rin1/Abl binding, biochemical; inhibition, % at 7.35 µM; 360,000 tested, 0.4% active; in the data active means inhibition above about 5%, passing the limit was not always enough
# MLLE-PAM2 inh – blocks PAM2 peptide binding to the PABP1 MLLE domain; P11940; GST-MLLE / FITC-PAM2 fluorescence polarization; inhibition, % at 20 µM; 360,000 tested, 0.36% active; AID 588489; in the data active means inhibition above about 35%, passing the limit was not always enough;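 further: plate controls were DMSO wells with GST-MLLE for no effect and wells lacking GST-MLLE protein for full effect; some results filed as inactive read as strong as hits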
# Target sequence (P11940 whole entry, looked up, the tested form may be a part): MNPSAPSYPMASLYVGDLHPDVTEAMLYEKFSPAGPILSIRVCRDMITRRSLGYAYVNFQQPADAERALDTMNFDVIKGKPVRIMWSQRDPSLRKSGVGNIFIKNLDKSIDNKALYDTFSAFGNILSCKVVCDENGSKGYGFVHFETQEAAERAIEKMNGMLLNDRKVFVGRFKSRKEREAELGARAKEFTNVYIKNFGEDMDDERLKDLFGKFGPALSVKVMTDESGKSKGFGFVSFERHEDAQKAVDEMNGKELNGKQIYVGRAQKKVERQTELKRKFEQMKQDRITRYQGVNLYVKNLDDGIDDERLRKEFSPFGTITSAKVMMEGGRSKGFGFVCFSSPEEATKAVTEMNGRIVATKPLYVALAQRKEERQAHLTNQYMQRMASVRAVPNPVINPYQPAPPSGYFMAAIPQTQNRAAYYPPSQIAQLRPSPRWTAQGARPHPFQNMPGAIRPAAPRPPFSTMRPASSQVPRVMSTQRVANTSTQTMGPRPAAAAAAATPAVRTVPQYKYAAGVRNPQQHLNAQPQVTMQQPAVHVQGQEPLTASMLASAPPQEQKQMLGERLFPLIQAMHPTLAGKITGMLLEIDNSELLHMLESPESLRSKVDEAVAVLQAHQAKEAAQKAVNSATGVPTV
# FAS-TE inh – FAS thioesterase (human) inhibition; 360,000 tested, 0.67% active; AID 602261; inhibition, % at 15 µM; recombinant FAS-TE, OMFH fluorogenic substrate, fluorescence endpoint; P49327;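 active means compounds whose normalised, plate-corrected inhibition of enzyme fluorescence in the single-dose primary screen is 50% or more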;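 further: 0% = DMSO with enzyme and 100% = substrate without enzyme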
# CSN deneddyl inh – blocks human CSN-mediated cullin deneddylation; AID 651999; 360,000 tested, 0.38% active; Q92905; Purified CSN, SCF-Nedd8-OG deneddylation, fluorescence polarization; inhibition, % at 12.5 µM;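 active means pattern-corrected inhibition above about 35%, with an unprinted fluorescence ratio check between 0.5 and 1.5, limit read from the data, passing the limit was not always enough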;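 further: 0% = enzyme with substrate and 100% = substrate without enzyme; some results filed as inactive read as strong as hits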
# Target sequence (Q92905 whole entry, looked up, one chain of several): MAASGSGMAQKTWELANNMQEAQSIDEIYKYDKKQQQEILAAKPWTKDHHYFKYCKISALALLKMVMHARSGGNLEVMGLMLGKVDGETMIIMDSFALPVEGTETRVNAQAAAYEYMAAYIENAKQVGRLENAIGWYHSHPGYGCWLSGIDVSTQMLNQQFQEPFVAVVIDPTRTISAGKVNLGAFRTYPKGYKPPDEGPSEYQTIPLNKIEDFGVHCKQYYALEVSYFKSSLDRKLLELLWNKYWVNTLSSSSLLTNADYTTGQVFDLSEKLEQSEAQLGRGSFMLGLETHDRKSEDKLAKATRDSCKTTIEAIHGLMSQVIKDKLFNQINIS
#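 Assay system: purified human Csn5 enzyme expressed in HEK293T cells; Input: 0.24 nM Csn5 enzyme, final concentration; Reagent: 10 nM SCFSkp2-Nedd8OG; Compound dosing: 12.5 µM single point; Times: reaction 90 min, room temperature; Technique: fluorescence polarization readout.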
# Neddyl block – blocks human cullin neddylation; P61081+Q13564; TR-FRET cullin neddylation, biochemical; calls only at 25 µM; 360,000 tested, 0.58% active; in the data active means inhibition above about 36%
# Active calls of the source: *; i = inactive; / = not tested or not shown.
Molecule	Tb MetRS inh	eLon inh	MsrA inh	bovine MsrA act	Rin1 Abl inh	MLLE-PAM2 inh	FAS-TE inh	CSN deneddyl inh	Neddyl block
COCCC(=O)Nc1c(-c2ccccc2)c2cc(Br)ccc2[nH]c1=O	1.1	-5	0.4	-7	-2	6	-3	-1	i
CCOC(=O)N1CCN(C(=O)CSCC(=O)Nc2nc(-c3ccc4c(c3)OCO4)cs2)CC1	-0.5	0	/	0	-5	15	-10	-5	i
COC(=O)c1ccc(CN2CCCCC2)cc1	0.2	-5	-1.1	-1	1	-2	-6	1	i
Oc1c(CN2CCOCC2)cc(CN2CCOCC2)c(O)c1CN1CCOCC1	-0.3	-7	-0.1	-5	5	19	-3	-5	i
CC1=CC(=C(C#N)c2nc3ccccc3s2)C=C(C)N1c1ccc(F)cc1	-0.1	-3	-1.1	-1	-4	31	-7	-7	i
CSc1ncccc1C(=O)OCC(=O)c1ccc(C)s1	-0.2	-10	2.0	-3	1	-14	7	1	i
CSCC[C@H](NS(=O)(=O)c1ccc(C)cc1)C(=O)N1CCC(C(=O)N[C@H](C(=O)O)c2ccccc2)CC1	-0.2	-6	-0.3	-1	3	-5	0	-2	i
CCNc1nc(Oc2ccc(OC)cc2)cc(C(F)(F)F)n1	0.5	-8	1.9	0	2	8	16	3	i
NC(=O)c1ccsc1NC(=O)c1ccc(S(=O)(=O)N2CCCc3ccccc32)cc1	-0.6	-9	2.6	-4	1	-16	20	4	i
COc1ccccc1/C=C/C(=O)OCC(=O)NC(=O)NC1CCCC1	-0.3	4	0.6	-4	1	-4	4	5	i
O=C1S/C(=C\c2ccc(O)c([N+](=O)[O-])c2)C(=O)N1c1ccccc1Cl	0.2	4	1.7	4	-2	12	18	-3	i
CCn1c(CCNC(=O)c2ccc(F)cc2)nc2ccccc21	0.2	-8	-0.1	-2	0	12	-6	-4	i
COc1ccc(OC)c(C2C(C(=O)c3cc4ccccc4o3)=C(O)C(=O)N2c2cc(C)on2)c1 (centres undefined)	-1.1	3	2.6	-5	4	6	-1	-1	i
Cn1cnnc1SCC(=O)NC1CCCc2ccccc21 (centres undefined)	0.2	-1	-0.4	-2	1	-8	-2	-3	i
CC1CC(C)CN(S(=O)(=O)c2ccc3oc(=O)ccc3c2)C1 (centres undefined)	-0.7	11	0.9	-5	3	6	2	5	i
Cc1cc(C)c(NC(=S)NC(=O)c2c(Cl)c(C)nn2C)c([N+](=O)[O-])c1	-0.7	0	-0.5	-1	-4	35	14	1	i
CC1C(=O)NC(=O)C1c1ccccc1 (centres undefined)	-0.3	3	-0.1	-3	3	-14	-4	1	i
CCN(CC(=O)Nc1ccc2c(c1)OCCO2)C(=O)CSCC(=O)Nc1ccc(C)cc1	-0.3	6	-0.7	-4	2	11	-1	0	i
O=C(OCn1cncn1)c1ccc(Cl)cc1Cl	-0.4	1	-0.6	0	-1	3	-8	2	i
CCCc1ccc(-c2c(C)sc(NC(=O)c3ccnn3C)c2C#N)cc1	0.2	-4	-1.4	-5	0	12	12	0	i
CCCCNC(=S)Nc1cc([N+](=O)[O-])ccc1C	-1.0	-1	2.8	-4	-4	19	51*	-15	i
COc1ccc(CCNS(=O)(=O)c2cccs2)cc1	-0.1	-2	-0.7	-3	3	-3	-6	-1	i
COC(=O)c1ccc(Sc2nnnn2-c2ccccc2)c([N+](=O)[O-])c1	-1.1	-12	-1.4	-7	-1	-60	17	1	i
CCN1CCN(C(=O)Nc2cccc(C(F)(F)F)c2)CC1	-0.3	-5	-0.3	-4	-1	-16	-12	-6	i
COc1cc(NC(=O)CSc2nnc3ccccn23)cc(OC)c1	-0.5	-5	-0.5	-5	-1	-5	-5	0	i
CCN1CCN(C(CNS(=O)(=O)c2ccc(OC)c(C)c2)c2cccnc2)CC1 (centres undefined)	-0.3	-1	0.5	-4	0	-5	-9	-4	i
O=C([C@H](O)c1ccccc1)N1CCC[C@H]1CO	-0.6	-3	-0.1	4	-2	1	-1	0	i
O=[N+]([O-])c1ccc(NN=Cc2ccc(O)cc2)nc1	-0.1	-16	2.9	-7	-1	-28	12	5	i
CCC(=O)Nc1cccc(-c2cnc3ccccc3n2)c1	-1.4	3	3.1	-13	2	-1	-5	-1	i
CCOC(=O)/C(C#N)=C/c1c(N2CCN(Cc3ccc4c(c3)OCO4)CC2)nc2c(C)cccn2c1=O	-0.7	-5	0.7	-4	-8	-14	51*	1	i
O=C(CCNS(=O)(=O)c1cccc2nsnc12)NCCC1=CCCCC1	-0.3	2	0.6	-2	-2	13	-2	1	i
COc1ccc(C(C(=O)NC2CCCC2)N(C(=O)c2ccco2)c2cc3c(cc2C(C)=O)OCO3)cc1OC (centres undefined)	-1.4	4	1.4	-9	-2	2	0	4	i
Cc1ccc(S(=O)(=O)Nc2cccc(S(=O)(=O)N3CCCC3)c2)cc1C	-0.2	3	0.1	1	1	-8	3	-3	i
O=c1oc2ccccc2c2c1nnn2CCO	-0.1	-18	-0.4	-2	-1	3	-3	0	i
Cc1cc(C)n2nc(C(=O)Nc3nnc(C4CC4)s3)nc2n1	-1.0	5	1.4	-7	4	-7	-14	-3	i
CN(C(=O)COC(=O)CNC(=O)C12CC3CC(CC(C3)C1)C2)C1CCS(=O)(=O)C1 (centres undefined)	-0.6	-4	-1.2	-6	-1	1	-14	-2	i
Cc1onc(-c2ccccc2Cl)c1C(=O)Nc1nnc(Cc2ccc(Cl)cc2)s1	0.3	-1	-0.6	-3	-2	-10	6	-5	i
Cc1ccc(NC(=O)c2ncn(CCCNCC(C)c3ccccc3)n2)cc1C (centres undefined)	-1.2	3	1.1	-1	-3	-2	-7	4	i
CNc1ncnc2c1ncn2[C@H]1CN(C2CCCC2)C[C@@H](CO)O1	-0.2	-3	-0.2	-3	4	8	-8	-2	i
COc1ccc(S(=O)(=O)Nc2cc(Cl)ccc2-n2cncn2)cc1	-0.4	-4	-0.4	-7	4	-1	-7	15	i
Cc1c(Cl)cnc(NC(=O)COC(=O)C2CC3CCCC(C2)C3=O)c1Cl (centres undefined)	-0.3	-8	0.5	-2	5	7	1	1	i
Cc1ccc(C(=O)N/N=C/c2ccc(-c3ccccc3[N+](=O)[O-])o2)cn1	0.4	4	2.9	0	-1	21	-3	-9	i
COc1ccc(C(=O)CC(C#N)c2ccc3c(c2)OCO3)cc1OC (centres undefined)	0.0	-1	0.2	-1	11*	-2	8	2	i
COc1ccc(CCNC(=O)CSc2nnnn2-c2ccccc2OC)cc1OC	-0.5	-6	-1.8	-6	0	16	-5	3	i
CC(C)(C)c1ccc(S(=O)(=O)NCC(=O)Nc2sc3c(c2C(N)=O)CCCC3)cc1	-0.8	-12	1.7	-4	-2	6	15	0	i
CC(C)CC1C2C(=O)N(c3ccccc3)C(=O)C2ON1c1ccccc1 (centres undefined)	-0.7	3	-1.1	-4	-1	-1	6	-2	i
COc1ccc(C(=S)N2CCN(C)CC2)cc1Br	0.8	3	0.0	3	-5	16	0	4	i
Cc1cnn(CCC(=O)NNC(=S)Nc2ccccc2)c1	-0.2	1	0.5	1	1	-6	-8	2	i
COc1ccc(C(=O)N2CCOC2CNC(=O)C(=O)NCCc2ccc(OC)c(OC)c2)cc1 (centres undefined)	-0.4	-3	-0.8	-6	-2	11	-5	-2	i
Cc1ccccc1C(=O)Oc1ccc(Cl)cc1C(=S)N1CCOCC1	-0.6	-5	-0.7	-10	0	-32	14	-3	i
Cc1ccnc(NC(=O)CSc2ccc3c(c2)OCCO3)c1	-0.4	-18	0.7	-4	0	14	-3	-9	i
CSC1=NCCN1C(=O)C(C)Oc1ccccc1 (centres undefined)	-0.7	-7	-0.8	-4	3	4	2	0	i
COc1ccc(NC(=O)C2(C)Cc3c(-c4cccc(NC(C)=O)c4)ccnc3O2)cn1 (centres undefined)	-0.2	28*	-0.9	-2	3	22	-6	-5	i
Fc1ccccc1NC(=S)Nc1ccc(Br)cc1	-0.6	-8	0.0	-7	-1	19	5	-2	i
CN(C)C(=O)c1cc(C(=O)c2ccc(F)cc2Cl)c[nH]1	0.1	7	0.1	-10	-3	-5	-2	-1	i
COc1ccccc1C(CC(=O)O)c1ccc2c(c1)OCO2 (centres undefined)	-0.6	-17	-1.0	-2	-2	19	-5	3	i
COc1ccccc1C(=O)N1C(CC(=O)Nc2ccc(C)c(C)c2)C(=O)NC2CCCCC21 (centres undefined)	-0.3	-10	-0.3	-2	-1	7	-6	2	i
CC(=O)Nc1nnc(SCC(=O)N2CCN(Cc3ccccc3)CC2)s1	-0.2	0	-1.5	3	2	19	-6	1	i
Cc1occc1C(=O)Nc1cc(S(=O)(=O)N2CCOCC2)ccc1OC(C)C	-0.4	-24	-0.9	-7	3	-1	6	2	i
N#Cc1ccc(OCC(=O)Nc2nc(-c3ccncc3)cs2)cc1	-0.4	-4	-0.3	-9	-2	4	-6	-3	i

# As a working copy, 10 of the compounds above:
Molecule	Tb MetRS inh	eLon inh	MsrA inh	bovine MsrA act	Rin1 Abl inh	MLLE-PAM2 inh	FAS-TE inh	CSN deneddyl inh	Neddyl block
Cc1ccnc(NC(=O)CSc2ccc3c(c2)OCCO3)c1	-0.4	-18	0.7	-4	0	14	-3	-9	i
CSC1=NCCN1C(=O)C(C)Oc1ccccc1 (centres undefined)	-0.7	-7	-0.8	-4	3	4	2	0	i
COc1ccc(NC(=O)C2(C)Cc3c(-c4cccc(NC(C)=O)c4)ccnc3O2)cn1 (centres undefined)	-0.2	28*	-0.9	-2	3	22	-6	-5	i
Fc1ccccc1NC(=S)Nc1ccc(Br)cc1	-0.6	-8	0.0	-7	-1	19	5	-2	i
CN(C)C(=O)c1cc(C(=O)c2ccc(F)cc2Cl)c[nH]1	0.1	7	0.1	-10	-3	-5	-2	-1	i
COc1ccccc1C(CC(=O)O)c1ccc2c(c1)OCO2 (centres undefined)	-0.6	-17	-1.0	-2	-2	19	-5	3	i
COc1ccccc1C(=O)N1C(CC(=O)Nc2ccc(C)c(C)c2)C(=O)NC2CCCCC21 (centres undefined)	-0.3	-10	-0.3	-2	-1	7	-6	2	i
CC(=O)Nc1nnc(SCC(=O)N2CCN(Cc3ccccc3)CC2)s1	-0.2	0	-1.5	3	2	19	-6	1	i
Cc1occc1C(=O)Nc1cc(S(=O)(=O)N2CCOCC2)ccc1OC(C)C	-0.4	-24	-0.9	-7	3	-1	6	2	i
N#Cc1ccc(OCC(=O)Nc2nc(-c3ccncc3)cs2)cc1	-0.4	-4	-0.3	-9	-2	4	-6	-3	i
